Screening data deposited in PubChem BioAssay by National Center for Advancing Translational Sciences (NCATS).
Sm TGR block = S. mansoni TGR enzyme inhibition; AID 485364; purified TGR, DTNB reduction, TNB absorbance 405 nm; Potency, µM (highest dose often 114 µM), for inactives: at the highest dose activity change, negative = inhibition, most hits filed as inhibitors; actives 3% (n = 360,000); also: potency is read from the fitted curve at half-maximal effect; nearly all actives have a fitted effect of over 60% in size
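First, TGR (20 nM dispensed) and NADPH were mixed with compound. Second, a 15 min room-temperature incubation followed. Third, further NADPH and then DTNB were added to start the reaction. Finally, TNB absorbance was monitored kinetically.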
HCMV antiviral = inhibitors of human cytomegalovirus. HFF cells, HCMV-luciferase reporter, 72 h; active compounds read low. activity change, negative = inhibition, % at 57.5 µM. actives 4.5% (n = 410,000). AID 1259415; in the data active = activity change below about -60%; inconclusive = no clear call, values can overlap the other calls; inactive = above about -39%
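Compounds were evaluated in HFFs infected with an HCMV luciferase reporter virus (MOI 1 PFU/cell). Luciferase in lysates collected 72 h post infection served as the replication measure.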
AMA1-RON2 inh = disrupts binding of P. falciparum AMA1 to RON2. AlphaScreen AMA1-biotinylated RON2 peptide binding. Potency, µM (top dose mostly 58.2 µM), for inactives: at the top dose activity change, negative = inhibition, most hits filed as inhibitors. actives 0.2% (n = 360,000);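 also: potency is read from the fitted curve at half-maximal effect; 0% = vehicle wells and -100% = peptide control; nearly all actives have a fitted effect of over 45% in size; some results filed as inactive show a strong effect at the top dose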
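AMA1 (3D7) with his tag at 25 nM final met compounds first, then biotinylated RON2 peptide at 25 nM; detection used donor plus acceptor beads, 10 µg/mL apiece, read by AlphaScreen after 30 min at room temperature.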
Giardia FBPA inh = inhibitors of Giardia lamblia fructose-1,6-bisphosphate aldolase; purified Giardia FBPA; actives 0.71% (n = 290,000); A8B2U2; AID 2451; Potency, µM (doses to about 59.6 µM), without a hit: at the highest dose activity, negative = inhibition, actives largely listed as inhibitors; also: potency is read from the fitted curve at half-maximal effect; nearly all actives have a fitted effect of over 55% in size
Target sequence (A8B2U2 whole entry, looked up): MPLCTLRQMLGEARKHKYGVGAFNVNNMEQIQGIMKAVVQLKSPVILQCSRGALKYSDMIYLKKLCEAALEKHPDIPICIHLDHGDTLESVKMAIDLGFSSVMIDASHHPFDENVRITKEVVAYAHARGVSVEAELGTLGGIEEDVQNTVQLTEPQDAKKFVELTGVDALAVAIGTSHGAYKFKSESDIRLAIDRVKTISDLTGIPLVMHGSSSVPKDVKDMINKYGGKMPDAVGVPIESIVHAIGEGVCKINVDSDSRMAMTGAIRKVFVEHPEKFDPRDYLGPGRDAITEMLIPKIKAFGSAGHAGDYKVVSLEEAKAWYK
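Giardia FBPA (40 nM reagent) was preincubated 10 min at RT with compound (up to 57.5 uM final), then substrate plus GAPDH/TPI/NAD/arsenate coupling system with diaphorase/resazurin was added; resorufin fluorescence (525/598 nm) was read after 20 min.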
AmpC no deterg = AmpC beta-lactamase inhibition without detergent. P00811. AmpC nitrocefin hydrolysis, absorbance 480 nm, 0.0001% Triton. Potency, µM (series often up to 57.1 µM), inactives show at the top dose activity change, negative = inhibition, actives largely listed as inhibitors. actives 0.52% (n = 330,000). AID 485341;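 also: potency is read from the fitted curve at half-maximal effect; plate controls were no compound for no effect and no enzyme for full effect; nearly all actives have a fitted effect of over 20% in size; some results filed as inactive show a strong effect at the top dose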
Target sequence (P00811 whole entry, looked up): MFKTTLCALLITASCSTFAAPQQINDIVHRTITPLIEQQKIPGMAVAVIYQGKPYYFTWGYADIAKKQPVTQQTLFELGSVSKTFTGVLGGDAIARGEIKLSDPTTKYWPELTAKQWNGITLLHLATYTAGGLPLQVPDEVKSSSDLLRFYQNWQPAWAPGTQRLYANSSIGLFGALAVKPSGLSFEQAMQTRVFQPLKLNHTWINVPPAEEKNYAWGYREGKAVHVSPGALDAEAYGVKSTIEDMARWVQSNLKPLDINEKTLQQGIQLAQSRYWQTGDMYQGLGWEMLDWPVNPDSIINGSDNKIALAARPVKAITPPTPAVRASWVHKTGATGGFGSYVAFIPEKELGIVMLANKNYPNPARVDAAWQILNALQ
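AmpC (5.3 nM in the dispensed reagent) in 20 mM phosphate pH 7.0 with 0.01% (detergent screen) or 0.0001% Triton X-100 was preincubated with compounds for 15 min at room temperature. Nitrocefin was then added from an 800 uM solution, and hydrolysis was followed at 480 nm.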
AmpC inh detg = inhibitors of E. coli AmpC beta-lactamase with detergent | P00811 | AmpC hydrolysis of nitrocefin, absorbance 480 nm, 0.01% Triton | Potency, µM (titrated, usually from 114 µM), inactives show at the highest dose activity change, negative = inhibition, hits mostly inhibitors | actives 0.041% (n = 370,000);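 also: potency is read from the fitted curve at half-maximal effect; 0% = no-compound wells and -100% = no-enzyme wells; nearly all actives have a fitted effect of over 25% in size; some results filed as inactive show a strong effect at the top dose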
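20 mM phosphate pH 7.0 + 0.01% (detergent screen) or 0.0001% Triton X-100; 5.3 nM AmpC reagent; cpd preinc 15 min RT; nitrocefin (800 uM stock) to start; A480 q20 s × 4 min; Activity was normalised to no-enzyme and no-compound control wells.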
Active calls of the source: *; u = inconclusive; x = no result given; & = joins results of further samples; [ ] = dose if it differs, or a comment. Unless noted, calls follow the shape of the dose curve; as a rule, active = well fitted curve in the direction sought with a large enough effect; inconclusive = small, poorly fitted or top-dose-only effect, or another doubt; inactive = no such curve, though single readings can be large; an effect the other way counts as inactive or inconclusive. Unless noted, % is scaled to controls: 0 for no effect and ±100 for the full control effect.

molecule	Giardia FBPA inh	Sm TGR block	AmpC inh detg	AmpC no deterg	AMA1-RON2 inh	HCMV antiviral
O=C1CC(N2CCc3ccccc32)C(=O)N1c1ccccc1 (centres undefined)	-1%	3%	6%	-2%	-15%	-32
CC(=O)c1ccc(-n2ccnc2)cc1	1%	15%	-6%	-6%	5%	-31
CCC(C)C(NC(=O)C1CCC(=O)N1C(=O)OCc1ccccc1)C(=O)NC(Cc1ccccc1)C(N)=O (centres undefined)	-8%	7%	4%	40%	9%	4
Nc1c(Cl)c(Cl)nc(C(=O)OCC(=O)NC2CCCCC2)c1Cl	x	-20%	-1%	-24%	25%	24
O=S(=O)(c1ccc(Cl)cc1)c1nc(-c2ccco2)oc1N1CCOCC1	-12%	-28%	3%	2%	2%	0
CCOC(=O)N1CCC(n2c(SCC(=O)OCc3ccccc3)nc3ccsc3c2=O)CC1	4%	5%	-14%	-9%	-2%	-9
COc1cc(CNc2ccc3[nH]c(=O)[nH]c3c2)cc(Cl)c1OCc1ccccc1F	x	-9%	21%	x	x	u
COc1ccc(NC(=O)C(c2ccc(OC)cc2)N(C)C(=O)c2cnccn2)cc1 (centres undefined)	6%	5%	-6%	23%	19%	4
O=C(COC(=O)c1cc[n+]([O-])cc1)Nc1ccc([N+](=O)[O-])cc1	0%	57%[activator]	u	-25%	3%	-4
COc1cccc(C=Nc2cccnc2)c1O	-1%	-4%	-5%	1%	x	x

The list goes on.
molecule	Giardia FBPA inh	Sm TGR block	AmpC inh detg	AmpC no deterg	AMA1-RON2 inh	HCMV antiviral
COC(=O)c1cc(=O)c2c(C)nc(C(Cl)(Cl)Cl)nc2[nH]1	20µM*	-21%	u	-16%	-21%	-100*
CC1CCC(=NNC(=O)c2ccccc2-n2cccc2)CC1 (centres undefined)	x	5%	u	-18%	27%	-16
CCN(CCNC(=O)C1CCCN(Cc2nc(-c3ccc(OC)cc3)oc2C)C1)c1ccccc1 (centres undefined)	4%	1%	1%	188%[activator]	u	-13
O=c1c(O[C@H]2O[C@@H](CO)[C@H](O)[C@@H](O)[C@@H]2O)c(-c2ccc(O)cc2)oc2cc(O)cc(O)c12	x	-3%	-3%	-10%	-7%	-11
O=C(CN1C(=O)c2ccccc2C1=O)NCc1ccc(N2CCOCC2)cc1	0%	5%	-1%	-7%	-1%	-4
COC(=O)[C@@]1(Cc2ccc(F)cc2)[C@H]2c3cc(C(=O)N4CCCC4)n(CCc4c[nH]c5ccc(OC)cc45)c3C[C@H]2CN1C(=O)c1ccccc1	-15%&-15%	-18%	u	-10%	x	0
CCN(CC)S(=O)(=O)c1ccc(C(=O)Nc2nc3ccc(Cl)cc3s2)cc1	x	6%	6%	x	x	-9
Cc1cccc(NC(=S)NCCC(c2ccccc2)c2ccccc2)c1	-1%	-1%	0%	-59%	37%[activator]	13
CCc1ccc(NC2Nc3cc(C)nn3S2)cc1 (centres undefined)	-10%	u	4%	-27%	18%	31
CCOc1ccc(Nc2nc(Cc3nnc(SCC(=O)O)o3)cs2)cc1	u	-14%	u	-29%	7%	-35

Other results.
molecule	Giardia FBPA inh	Sm TGR block	AmpC inh detg	AmpC no deterg	AMA1-RON2 inh	HCMV antiviral
C#CCOCCOCCOCCNc1nc(N2CCN(C(=O)CCCCCCCCCCNC(=O)Cn3cc(C[C@@H](C)O)nn3)CC2)nc(N2CCN(C(=O)CCCCCCCCCCNC(=O)[C@H](CCCN=C(N)N)n3cc(C[C@@H](C)CC)nn3)CC2)n1	x	-11%	u	201%[activator]	u	x
Cc1ccc(S(=O)(=O)N2CCOC23CCN(S(=O)(=O)c2cccs2)CC3)cc1	x	-13%	-11%	-36%	-4%	-19
COc1ccc(C)cc1NC(=O)C1CCN(S(=O)(=O)c2cccc3cccnc23)CC1	-7%	-8%	-6%	-10%	6%	16
COc1cccc(C2=NOC(C(=O)N3CCN(Cc4ccccc4)CC3)C2)c1OC (centres undefined)	4%	1%	4%	92%[activator]	-11%	-16
CN(C)S(=O)(=O)c1ccc(C(=O)OCC(=O)NC(=O)NCc2ccccc2)cc1	2%	14%[11.4 µM]	u	-10%	1%	21
CC(=O)Nc1cccc(N/C(N)=N/c2nc(C)cc(C)n2)c1	-14%	-3%	3%	-23%	15%	-5
CC1(C)CC(=O)C2=C(C1)NC(SCC(=O)Nc1ccccc1)=C(C#N)C2c1ccco1 (centres undefined)	-2%	-6%	u	-23%	15%	u
Cc1ccc(Cn2c(=O)c3ccccc3n3c(-c4ccccc4)nnc23)cc1	x	9%	24%	x	x	1
Cc1ccc(C)c(N2CCN(C(=O)CCNS(=O)(=O)c3ccc4c(c3)CCN4C(=O)C3CC3)CC2)c1	x	-4%	-3%	x	x	-21
Cc1nn(C)c(C)c1C1C(C#N)=C(N)OC2=C1C(=O)CC(C)(C)C2 (centres undefined)	-7%	38%[activator]	9%	26%	-1%	3

Pulled one by one from the entries so far, 2 records:
molecule	Giardia FBPA inh	Sm TGR block	AmpC inh detg	AmpC no deterg	AMA1-RON2 inh	HCMV antiviral
Cc1ccc(S(=O)(=O)N2CCOC23CCN(S(=O)(=O)c2cccs2)CC3)cc1	x	-13%	-11%	-36%	-4%	-19
CC(=O)Nc1cccc(N/C(N)=N/c2nc(C)cc(C)n2)c1	-14%	-3%	3%	-23%	15%	-5

Next compounds
molecule	Giardia FBPA inh	Sm TGR block	AmpC inh detg	AmpC no deterg	AMA1-RON2 inh	HCMV antiviral
CC1(C)CC2CC(C)(CN2S(=O)(=O)c2ccc(N)cc2)C1 (centres undefined)	-1%	4%	u	-19%	-8%	-10
COc1ccc(N(C(=O)c2csnn2)C(C(=O)NC2CCCC2)c2cccs2)cc1 (centres undefined)	x	-1%	6%	-17%	6%	-5
CC(C)c1nccn1S(=O)(=O)c1cccc([N+](=O)[O-])c1	-9%	-15%	-10%	-24%	2%	-7
O=C(O)CCC(=O)Nc1ccc(Oc2ncnc3cc(Cl)ccc23)nc1	10%	6%	3%	-8%	-6%	1
CSc1sccc1/C=N/O	-1%	15%	7%	-13%	21%	46
COCc1cc(Sc2ccc(OC)cc2)nc(-c2ccccc2)n1	1%	-4%	-4%	-10%	-4%	12
CCOc1ccc(NC(=O)n2ncc3c(C)cccc32)cc1	-5%	0%	3%	-22%	7%	75
CCN(CC)C(=O)c1sc(NC(=O)c2ccoc2C)c(C(=O)OC)c1C	3%	-1%	-14%	-19%	37%[activator]	23
COc1ccc([C@]23Cc4cc(OC)c(OC)cc4C(O2)c2c(c4ccccc4oc2=O)O3)cc1	-5%[12.9 µM]	4µM*	-6%[22.9 µM]	-36%[11.4 µM]	x	x
O=C(N/N=C/c1ccc(F)cc1)c1cc(-c2ccco2)nc2ccccc12	-12%	11µM*	-11%	-54%	17%	95

More records:
molecule	Giardia FBPA inh	Sm TGR block	AmpC inh detg	AmpC no deterg	AMA1-RON2 inh	HCMV antiviral
Cc1ccc2c(c1)N(CC(=O)NCc1ccco1)C(=O)C(C(C)C)O2 (centres undefined)	6%	-9%	1%	-3%	-10%	2
CC1CCN(C(=O)CSc2n[nH]c(-c3ccc(F)cc3)n2)CC1	x	-2%	24%	x	x	3
NC(=O)C1CCN(CC(=O)Nc2ccccn2)CC1	7%	1%	2%	-11%	4%	54
COC(=O)c1sccc1NC(=O)CC1C(=O)NCCN1C(=O)c1c(F)cccc1Cl (centres undefined)	5%	6%	-6%	6%	13%	-34
CCOc1ccc(S(=O)(=O)NCCC(=O)N(C)Cc2cccs2)cc1	x	-1%	6%	-21%	2%	-18
Cn1c(=O)cc(SCC(=O)NCCCN2CCOCC2)c2ccccc21	-5%	-2%	2%	-18%	-23%	46
Cc1ccc(OCCn2cc(/C(N)=N/O)c3ccccc32)cc1C	0%	2%	u	-21%	18%	44
CCc1ccc(NC(=O)N2CCN(C(=O)C3CCCO3)CC2)cc1 (centres undefined)	x	5%	-14%	4%	9%	-3
COc1ccc(OCC(=O)OCc2cc(=O)n3nc(-c4cccs4)sc3n2)cc1	x	4%	22%	x	x	21
Cc1cccc(OCC(=O)Nc2cccc(OCc3cc(=O)n4cccc(C)c4n3)c2)c1	x	0%	3%	x	x	-9

(more compounds)
molecule	Giardia FBPA inh	Sm TGR block	AmpC inh detg	AmpC no deterg	AMA1-RON2 inh	HCMV antiviral
CCOC(=O)CN1N=C(c2ccc(Cl)s2)CSC1=O	-1%	-1%	u	-8%	-3%	-32
CC(C)(C)c1ccc(Oc2ccc(NC(=O)c3ccccc3C(=O)O)cn2)cc1	15%	u	1%	-19%	34%[activator]	-63*
COc1ccc(C)cc1CN(C)c1ccc(S(=O)(=O)N2CCN(C)CC2)cn1	x	-1%	-23%	160%[activator]	u	-12
COc1ccc(C(=O)NCCn2cc(SCc3c(F)cccc3Cl)c3ccccc32)cc1	x	1%	-4%	x	x	0
Cc1ccccc1CCN(C(=O)c1csnn1)C(C(=O)NC1CCCC1)c1ccco1 (centres undefined)	x	-2%	8%	2%	-9%	u
O=C(Nc1ccc(N2CCN(C(=O)c3ccccc3F)CC2)cc1)c1cncc(Br)c1	x	-18%	1%	44%	-7%	-90*
CCN(C(=O)COC(=O)c1ccccc1SCC(=O)N1CCCC1)C1CCS(=O)(=O)C1 (centres undefined)	x	-1%	u	-10%	-4%	-40
COC(=O)c1sccc1NC(=O)Nc1ccc(C)cc1C	2%	5%	u	-38%	-8%	-36
Cc1ccc([N+](=O)[O-])cc1S(=O)(=O)Nc1ccc(O)c(Sc2ncn[nH]2)c1	x	-24%	-7%	-11%	115%[activator]	23
CCOc1ccc(NC(=O)CSc2nnc(C3CC3)n2C)cc1	0%	x	-2%	-8%	-4%	2

Further compounds follow:
molecule	Giardia FBPA inh	Sm TGR block	AmpC inh detg	AmpC no deterg	AMA1-RON2 inh	HCMV antiviral
CCOC(=O)c1ccc(N/C=C2/CCCC(C)C2=O)cc1 (centres undefined)	-5%	-26%	-5%	-13%	1%	62
CC(=O)OC(C[N+]1(C)CCCCCC1)c1ccccc1 (centres undefined)	5%	3%	-14%	-1%	-8%	39
COc1ccc(Cl)cc1C1CC(=O)Nc2cc3c(cc21)OCCO3 (centres undefined)	x	-12%	5%	x	x	-92*
COc1ccccc1NC(=O)Nc1ccc2c(c1)nc(C)n2C	2%	0%[57.1 µM]	2%	-33%	1%	27
COc1cc(Cl)c(C)cc1NC(=O)CSc1sc2c(O)cc(=O)[nH]c2c1C#N	-10%	-10%	-4%	1.6µM*	-8%	12
CCOC(=O)c1c(NC(=O)CSc2nnc(-c3c[nH]c4ccccc34)n2CCOC)sc2c1CCCC2	-2%	-12%	u	-7%	-18%	u
COc1ccc(C(=O)NNC(=O)CCc2nc3ccccc3c(=O)[nH]2)cc1	x	x	x	-21%	6%	-24
CCCCn1cc(S(=O)(=O)c2cc(C)ccc2C)c(=O)c2cc(F)c(N3CCC(C)CC3)cc21	x	-3%	1%	x	x	22
Cc1cc(C(=O)N/N=C2\CC(=O)CC(C)(C)C2)n[nH]1	-10%	-14%	-13%	-22%	63%[activator]	6
Cc1ccc(C(=O)CNc2ccc(C)c(Cl)c2)cc1	-8%	1%	-19%	-20%	-5%	9
O=C(COc1ccc(Cl)cc1Cl)NC(=O)c1ccccc1	x	u	6%	-29%	0%	-34
